LMNA splice mod: qHTS Assay for Modulators of Lamin A Splicing | Potency, µM (series often up to 46.1 µM), for the others: at the highest dose ratio change, negative = inhibition, usual class: inhibitors | AID 1487, 2009 | HeLa LMNA splicing GFP/RFP minigene ratio, 48 h | actives 0.01% (n = 200,000); active = well fitted inhibition curve with a large enough effect in the signal ratio, with a control signal flat, not every such curve was filed as active; inconclusive = small, poorly fitted or top-dose-only effect, or effect the other way, or a change in a side signal; the % refers to the signal ratio; also: potency is read from the fitted curve at half-maximal effect; % is scaled to controls: 0 for no effect and ±100 for the full control effect
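S3 HeLa stable clones carrying a lamin A-EGFP splicing minigene plus DsRed2 were seeded at 600 cells/well in Opti-MEM with 2% FBS, pin-dosed and incubated 48 h at 37°C. Acumen cytometry (488 nm) gave the GFP/RFP total-intensity ratio.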
HttQ103 aggreg: qHTS Multiplex Assay to Identify Dual Action Probes in a Cell Model of Huntington: Aggregate Formation (GFP). Potency, µM (doses to about 46.1 µM), inactives show top-dose activity change, negative = inhibition, actives largely listed as inhibitors. actives 1.1% (n = 220,000). PC12 HttQ103-GFP aggregates, Acumen cytometry, 40 h. AID 1688, 2009; also: potency is read from the fitted curve at half-maximal effect; % is scaled to controls: 0 for no effect and ±100 for the full control effect; nearly all actives have a fitted effect of over 60% in size
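Aggregates are detected as GFP objects 1–25 µm with signal 6 STDEV over background in lysates of induced PC12 cells. These carry Huntingtin exon 1 with 103 glutamines fused to GFP under an ecdysone promoter; compounds titrated.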
SMN2 splice up: qHTS Assay for Enhancers of SMN2 Splice Variant Expression | HEK293 SMN2-luciferase splicing reporter, luminescence, 30-36 h | Potency, µM (doses to about 46.1 µM), for the others: top-dose activity change, positive = activation, actives largely listed as activators | actives 2.8% (n = 210,000) | AID 1458, 2008; also: potency is read from the fitted curve at half-maximal effect; % of control where 0% means no effect; nearly all actives have a fitted effect of over 55% in size
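qHTS luciferase splicing reporter: luminescence rises when SMN2 exon 7 is included in transfected HEK293 cells. Compound exposure lasted 30-36 h at 37C, with 4.5 mM final sodium butyrate as control, followed by a ONE-Glo read.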
Luc counter: Counterscreen for Luciferase (Kinase-Glo TM) Inhibition; Kinase-Glo luciferase, ATP luminescence, 8 min; Potency, µM (top dose mostly 38.3 µM), inactives show top-dose activity change, negative = inhibition, hits mostly inhibitors; actives 0.28% (n = 200,000); AID 1379, 2008; also: potency is read from the fitted curve at half-maximal effect; % is scaled to controls: 0 for no effect and ±100 for the full control effect; nearly all actives have a fitted effect of over 60% in size
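Compounds were added to a substrate mix at pH 7.2 (50 mM imidazole, 10 uM ATP, within the enzyme's linear range), followed by Kinase-Glo detection reagent; luminescence was measured after 8 minutes at ambient temperature.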
CBFb-RUNX1 inh: qHTS Assay for Compounds Blocking the Interaction Between CBF-beta and RUNX1 for the Treatment of Acute Myeloid Leukemia; AlphaScreen CBFb-His/RUNX1-biotin binding, biochemical; Potency, µM (doses to about 59.8 µM), without a hit: at the highest dose activity, negative = inhibition, most hits filed as inhibitors; 230,000 tested, under 10 active; AID 1477, 2009; also: % of control where 0% means no effect
Target sequence (Q01196 whole entry, looked up): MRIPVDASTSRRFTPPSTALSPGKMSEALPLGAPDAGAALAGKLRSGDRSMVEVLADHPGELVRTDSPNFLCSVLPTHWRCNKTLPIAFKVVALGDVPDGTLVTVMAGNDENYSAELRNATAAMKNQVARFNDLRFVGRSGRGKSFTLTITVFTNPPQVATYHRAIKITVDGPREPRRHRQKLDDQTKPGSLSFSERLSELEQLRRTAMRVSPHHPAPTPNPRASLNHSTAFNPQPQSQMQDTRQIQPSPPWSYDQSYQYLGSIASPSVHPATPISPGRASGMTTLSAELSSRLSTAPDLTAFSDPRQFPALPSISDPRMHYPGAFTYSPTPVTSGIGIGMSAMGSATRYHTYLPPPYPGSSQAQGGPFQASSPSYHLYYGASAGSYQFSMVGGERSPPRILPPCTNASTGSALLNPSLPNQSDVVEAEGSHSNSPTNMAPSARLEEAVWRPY
Target sequence (Q13951 whole entry, looked up): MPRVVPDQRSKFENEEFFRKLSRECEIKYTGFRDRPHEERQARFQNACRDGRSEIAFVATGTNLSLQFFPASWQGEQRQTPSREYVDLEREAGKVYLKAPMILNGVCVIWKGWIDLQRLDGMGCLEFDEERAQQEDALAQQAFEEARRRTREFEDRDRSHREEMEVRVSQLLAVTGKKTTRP
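CBFb-His/RUNX1-biotin, 30 nM each, preincubated 20 min RT; compound 15 min RT; Ni + streptavidin beads 50 ng each, 90 min RT; AlphaScreen read.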
IMPase Li cell: qHTS Assay for Identifying the Cell-Membrane Permeable IMPase Inhibitors: Potentiation with Lithium; Potency, µM (highest dose often 59.4 µM), inactives show at the highest dose activity, negative = IMPase inhibition, hits mostly inhibitors; CHO-M1 cells, IP1 TR-FRET (IP-One), carbachol + lithium; actives 0.35% (n = 210,000);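 also: IP1 builds up when IMPase is blocked and the TR-FRET signal falls; potency is read from the fitted curve at half-maximal effect; plate controls were basal vehicle for no effect and high inhibitor control for full effect; nearly all actives have a fitted effect of over 50% in size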
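Lithium-sensitised IP1 accumulation assay; M1-expressing CHO cells treated 30 min at 37C with compound. Competitive antibody detection by time-resolved FRET followed a 10 min room-temperature lysis step.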
HTT cytoprotect: qHTS Multiplex Assay to Identify Dual Action Probes in a Cell Model of Huntington: Cytoprotection (ATP); PC12 HTT-Q103 induced, cytoprotection, ATP luminescence, 40 h; Potency, µM (titrated, usually from 56.4 µM), without a hit: cytoprotection (ATP increase), hits mostly activators; actives 0.14% (n = 230,000);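 also: potency is read from the fitted curve at half-maximal effect; % of control where 0% means no effect; nearly all actives have a fitted effect of over 45% in size; toxic huntingtin expression switched on by the ecdysone agonist tebufenozide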
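Quantitative HTS on tebufenozide-induced (100 nM) PC12 cells expressing HTTQ103 exon 1–GFP; compounds tested as a concentration series; survival measured via cellular ATP.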
* marks the source's active call; other numbers are inactive results; ? = inconclusive; / = no result given; & = joins results of further samples; [ ] = another dose, or the depositor's remark. Unless noted, calls follow the shape of the dose curve; as a rule, active = well fitted curve in the direction sought with a large enough effect; inconclusive = small, poorly fitted or top-dose-only effect, or another doubt; inactive = no such curve, though single readings can be large; an effect the other way counts as inactive or inconclusive.

Fields – LMNA splice mod | HttQ103 aggreg | SMN2 splice up | Luc counter | CBFb-RUNX1 inh | IMPase Li cell | HTT cytoprotect
- O=C(N/N=C/c1ccc(O)c(O)c1)c1cccc(S(=O)(=O)N2CCCCC2)c1
  ? | 15% | 17% | -1% | -15% | 2% | -49%[inhibitor]
- CCC(=O)Nc1ccc(-c2nnc(SCC(=O)N3CCCCC3)n2C)cc1
  4% | -6% | -14% | -2% | -1% | 11%[38.3 µM] | -10%
- COC(=O)c1cc(C)nc(Sc2ccccc2NC(C)=O)n1
  / | -7%[9.22 µM] | / | / | -13% | / | 7%[10 µM]
- CC1=C(/C=C/C(=O)O)C(C)(C)CCC1
  4% | 2% | 16% | -2% | 8% | 25%[38.3 µM] | 21%
- COc1cc(/C(C)=N\NC(N)=S)cc(OC)c1OC
  -2% | ? | 22% | -1% | -7% | 4% | /
- CSCC[C@H](NC(=O)NCc1ccc(F)cc1)C(=O)O
  8% | -13% | -6% | -2% | 2% | -2%[38.3 µM] | -12%[0.074 µM]
- COc1cc(C2N(c3ccccn3)C(=O)C3CCCN32)cc(OC)c1OC (configuration not stated)
  9% | -4% | / | / | 4% | / | -9%
- CCn1nnc2sc3c(c2c1=O)CCC(C)C3 (configuration not stated)
  17% | 11% | -5% | -3% | 0% | 8%[38.3 µM] | -11%
- CCN(CC)S(=O)(=O)c1ccc(-c2nnc(SCC(=O)N3c4ccccc4CC3C)o2)cc1 (configuration not stated)
  5% | -1% | -23% | 1% | -19% | 6%[38.3 µM] | -7%
- COc1ccc(NC(=S)N(CCCN2CCN(C)CC2)Cc2cccs2)cc1
  6% | 1% | 7% | 2% | -3% | 10% | 23%[10 µM]
- CC(C)CCNc1nc(N)c([N+](=O)[O-])c(NCC2CCCO2)n1 (configuration not stated)
  ? | 0% | -22% | 0% | -2% | 7% | 27%[10 µM]
- O=c1[nH][nH]cc1C=Nc1cc(Cl)ccc1O
  / | -21% | 41% | -1% | -29% | -1% | 14µM*
- C=CCn1cc(C(=O)OCC)c(=O)c2ccc(F)cc21
  / | 9% | -3% | 0% | 1% | -3% | -5%
- COc1ccc(Cl)cc1NC(=O)NCC1CCN(C(=O)OC(C)(C)C)CC1
  / | -14%[9.22 µM] | / | / | 14% | / | -13%[10 µM]
- CCOc1ccccc1C1C(C#N)=C(N)Nc2onc(-c3ccccc3)c21 (configuration not stated)
  -5% | 15% | -7% | 2% | -2% | -5%[38.3 µM] | -3%
- O=C(O)C1C2C=CC(C2)C1C(=O)NCc1ccc2c(c1)OCO2 (configuration not stated)
  8% | -11% | 22% | -1% | 4% | 6%[38.3 µM] | -4%
- CC(=O)Nc1cccc(Oc2ccc([N+](=O)[O-])cc2Cl)c1
  / | 4% | 9% | 1% | 0% | -7% | /
- Cc1cc(C(=O)COC(=O)CC2Sc3ccccc3NC2=O)c(C)n1-c1ccc(Br)cc1 (configuration not stated)
  15% | 1% | -56%[inhibitor] | -4% | -1% | 16% | 3%[10 µM]
- Fc1ccc(NC(=S)NCc2ccccc2Cl)cc1
  ? | 18% | ? | -3% | 1% | -4% | 20%[10 µM]
- O=C(Cc1noc2ccccc12)NNC(=S)Nc1ccccc1
  / | -9% | / | 4% | -10% | 7% | -24%
- O=C(COC(=O)c1cccs1)NCCN1C(=O)CSC1=O
  4% | -15% | 26% | 1% | 5% | 25%[38.3 µM] | -9%[10 µM]
- O=C(Cc1n[nH]c(=O)c2ccccc12)OCC(=O)N(Cc1ccccc1)Cc1ccccc1
  / | -8%[9.22 µM] | / | / | -9% | / | 4%[10 µM]
- COc1cccc(C(=O)CSc2nnnn2C2CCCCC2)c1
  6% | 24% | 6% | -4% | -3% | 50%[activator][38.3 µM] | -1%
- Cn1c(=O)c2c(ncn2CC(=O)OCC(=O)NCc2ccc(Cl)cc2)n(C)c1=O
  -14% | 2% | 21% | 5% | -8% | -10% | -2%[10 µM]
- CC(C)(C)n1nc(-c2ccc(Cl)cc2)c2c(N)ncnc21
  -4% | -45% | 22% | -4% | -7%&7%&3% | -4% | -70%&-72%&-32%[inhibitor]
- COc1ccc(C(=O)Nc2cc(=O)[nH]c3ncnn23)cc1
  / | 5%[9.22 µM] | / | / | 8% | / | 0%[10 µM]
- COc1ccc(C(=O)NNC(=O)C2CCCN(C3CC(=O)N(c4ccccc4)C3=O)C2)cc1 (configuration not stated)
  / | -4%[9.22 µM] | / | / | 11% | / | -24%[10 µM]
- CCS(=O)(=O)NCC(c1ccco1)N1CCN(c2ccccc2)CC1 (configuration not stated)
  15%[46 µM] | 10% | / | / | -3% | / | 14%[10 µM]
- COc1ccc(/C=N/NC(=O)c2ccncc2)cc1[N+](=O)[O-]
  / | -7% | -5% | 3% | -2% | -2% | -11%
- COC(=O)c1cccc(C23CC4(C2)[C@H](CN(CC2CCCCC2)[C@@H]4c2ccccc2)C3c2ccc(Cl)nc2)c1 (some centres not stated)
  / | / | -12% | -6% | -3% | 1% | -30%
- CCN(CC)C(=S)Oc1c(Cl)cccc1Cl
  / | -13%[9.22 µM] | / | / | 29% | / | 19%[10 µM]
- COc1c2ccoc2nc2c(OC)c(O)ccc12
  -10%[46 µM] | -3% | 9% | 7% | 22% | / | -43%[inhibitor]
- CCOC(=O)C1=C(C)Nc2sc(C(=O)c3ccc(F)cc3)c(N)c2C1c1ccc(C(=O)OC)cc1 (configuration not stated)
  ? | -4% | 27% | -1% | -4% | 10% | -19%[10 µM]
- O=C(Nc1cccc(C(=O)N2CCOCC2)c1)c1ncn[nH]1
  -3% | 9% | 25% | 7% | 0% | -1%[38.3 µM] | -9%[0.074 µM]
- O=C(O)C1CCCCC1C(=O)Nc1cccc2ccccc12 (configuration not stated)
  -10% | -24% | 6% | 1% | 1% | 9% | 17%[10 µM]
- CCCCc1cc(=O)oc2cc(C)cc(OCc3nn[nH]n3)c12
  2% | 18% | 2% | 0% | 2% | 4%[38.3 µM] | -7%[0.074 µM]
- O=C(NCc1ccon1)c1ccc(OC2CCN(CCc3ccccc3)CC2)cc1
  -7%[46 µM] | -21%[9.22 µM] | -4% | 1% | 2% | 21% | -6%[10 µM]
- N#Cc1nc(-c2ccccc2Cl)oc1NCC1CCCO1 (configuration not stated)
  -8% | -12% | -1% | 1% | -6% | -6%[38.3 µM] | -16%
- CCC(C(=O)OCCOCCN(CC)CC)c1ccccc1 (configuration not stated)
  / | -9% | / | / | -10% | / | ?
- Cn1c(Cc2ccc3c(c2)OCO3)nnc1SCC(=O)NC1CCCC1
  / | -25% | 10% | -3% | 6% | 6% | -30%
- N#CCCCSc1nnc(-c2ccccn2)o1
  11% | 6% | 21% | 1% | 8% | -3%[38.3 µM] | -28%
- Cc1ccc(CN2CCN(CC(C)C)C(CCO)C2)s1 (configuration not stated)
  / | 3%[9.22 µM] | / | -2% | 0% | 20% | 9%[10 µM]
- C=C(C)CSc1nc2ncccc2[nH]1
  3% | -9% | 17% | -10% | 6% | -16%[38.3 µM] | -13%[0.074 µM]
- COC(=O)NNC(=O)COc1ccc(Br)c(C)c1
  -6% | -3% | -38%[inhibitor] | 22% | 2% | 28%[38.3 µM] | 8%
- Cc1ccc2c(c1)N=C(c1ccc(Cl)cc1)CO2
  -2% | 0% | 22µM* | ? | 10% | 25%[38.3 µM] | -31%
- O=C(Cn1cccc1C(=O)c1ccccc1)NCCN1CCOCC1
  -4% | -9% | 8% | 0% | 1% | 3% | -17%[10 µM]
- CC(C)C1=CC(=NS(=O)(=O)c2cccc([N+](=O)[O-])c2)C=C(C(C)C)C1=O
  11% | 14% | 9% | 2% | -6% | 3%[38.3 µM] | -9%
- CCOc1ccc(NC(=O)NCc2ccco2)cc1
  / | -15% | / | 0% | 7% | 3% | -44%[inhibitor]
- OCCCC1CCCN(Cc2cn[nH]c2-c2ccc(F)cc2F)C1 (configuration not stated)
  ? | -27%[9.22 µM] | / | 1% | -1% | 0% | -2%[10 µM]
- Cn1c(=O)c(C(=O)CN2CCCCC2)c(N)n(Cc2ccccc2)c1=O
  / | -8%[9.22 µM] | / | / | 13% | / | -5%[10 µM]
- O=C(COc1ccc2oc3c(c2c1)CCCC3)Nc1ccccn1
  -10% | -10% | 20µM* | -14% | 5% | 0% | -16%[10 µM]
- COc1cccc(Nc2c3c(nc4c(-c5ccccc5)c(C)nn24)CCC3)c1
  ? | -30% | -24% | 1% | ? | 2% | /
- O=C(O)c1cc(-c2ccc(N3CCOCC3)cc2)nn1-c1ccccc1Cl
  1%[46 µM] | 8% | 6% | -3% | ? | 4% | -55%[inhibitor]
- CCC(=O)c1cc2c(cc1NC(=O)c1ccc(C)cc1)OCCO2
  5% | -4% | ? | -2% | 12% | 9%[38.3 µM] | 5%
- COc1ccc(NC(=O)C(NS(=O)(=O)c2ccc3c(c2)CCCN3C(C)=O)C(C)C)c(OC)c1 (configuration not stated)
  -1% | 16% | 15% | 2% | -4% | -8%[38.3 µM] | -53%[inhibitor]
- O=C(Cc1cccc2ccccc12)Nc1nnc(-c2cccc([N+](=O)[O-])c2)s1
  -1% | -25% | -12% | -1% | 2%[2.36 µM] | -5% | /
- Cc1cc(C)cc(NC(=O)c2ccccc2CC[N+](=O)[O-])c1
  -5% | -17% | 17% | 0% | 3% | 35%[activator][38.3 µM] | 6%[10 µM]
- COc1ccc(C(=O)Nc2cc(C(=O)c3ccccc3)c(C)oc2=O)cc1
  0% | 11%[9.22 µM] | -9% | -2% | 0% | -2%[38.3 µM] | -35%
- COC(=O)c1sccc1NC(=S)N(C)C1CCCCC1
  14%[46 µM] | 12% | -67%[inhibitor] | 10% | 8% | 7% | -15%

Molecules shown so far that contain a cyano group, in the order listed:
Fields – LMNA splice mod | HttQ103 aggreg | SMN2 splice up | Luc counter | CBFb-RUNX1 inh | IMPase Li cell | HTT cytoprotect
- CCOc1ccccc1C1C(C#N)=C(N)Nc2onc(-c3ccccc3)c21 (configuration not stated)
  -5% | 15% | -7% | 2% | -2% | -5%[38.3 µM] | -3%
- N#Cc1nc(-c2ccccc2Cl)oc1NCC1CCCO1 (configuration not stated)
  -8% | -12% | -1% | 1% | -6% | -6%[38.3 µM] | -16%
- N#CCCCSc1nnc(-c2ccccn2)o1
  11% | 6% | 21% | 1% | 8% | -3%[38.3 µM] | -28%

Compound activity as filed in PubChem.
